Screening results deposited in PubChem by National Center for Advancing Translational Sciences (NCATS).
CXXC DNA block = qHTS Fluorescence Polarization Assay for Inhibitors of MLL CXXC domain - DNA interaction; Potency, µM (top dose mostly 115 µM), for the others: at the highest dose activity change, negative = inhibition, usual class: inhibitors; MLL-CXXC / FITC-HOXA9 DNA fluorescence polarization; hit rate 0.037% among 290,000; active = well fitted inhibition curve with a large enough effect in the polarisation, with a control signal flat, not every such curve was filed as active; inconclusive = small, poorly fitted or top-dose-only effect, or effect the other way, or a change in a side signal; inactive = no such curve, though single readings can be large or run the other way; the % refers to the polarisation; note: potency is the fitted concentration of half-maximal effect
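Purified MLL-CXXC (added from a 7 uM solution) was preincubated 5 min at ambient with pinned compounds in 50 mM Tris-HCl pH 7.5, 50 mM NaCl, 1 mM DTT, 0.05% BSA. Fluorescein-labeled HOX-A9 DNA (50 nM solution) followed, 30 min, then polarization read.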
GALK inhibitor = qHTS Assay for Inhibitors of Human Galactokinase (GALK) | Purified GALK, Kinase-Glo residual ATP luminescence | Potency, µM (doses to about 57.5 µM), without a hit: top-dose activity change, negative = inhibition, most hits filed as inhibitors | hit rate 0.007% among 270,000; note: potency is the fitted concentration of half-maximal effect; % is set by controls: 0 for no effect and ±100 for the full control effect
Target sequence (P51570 whole entry, looked up): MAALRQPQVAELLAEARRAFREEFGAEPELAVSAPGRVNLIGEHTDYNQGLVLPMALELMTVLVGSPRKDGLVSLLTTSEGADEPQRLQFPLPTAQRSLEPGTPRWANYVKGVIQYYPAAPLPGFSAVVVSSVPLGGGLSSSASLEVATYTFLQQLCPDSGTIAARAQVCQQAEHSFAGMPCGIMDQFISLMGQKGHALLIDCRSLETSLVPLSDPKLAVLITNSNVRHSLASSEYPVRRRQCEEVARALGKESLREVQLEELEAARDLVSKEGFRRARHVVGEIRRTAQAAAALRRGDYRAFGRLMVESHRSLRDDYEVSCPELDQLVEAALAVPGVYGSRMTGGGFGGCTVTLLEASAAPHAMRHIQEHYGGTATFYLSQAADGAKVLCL
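Luminescence from leftover ATP (Ultra-Glo luciferase/luciferin) served as read-out after a 1 h room-temperature reaction of 5 nM GALK with 35 uM ATP and 100 uM galactose.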
AT treatment = qHTS Assay for Identifying a Potential Treatment of Ataxia-Telangiectasia | […] A-T fibroblasts, KAP-1 phosphorylation AlphaLISA; neocarzinostatin DNA damage 30 min before lysis | Potency, µM (doses to about 57.5 µM), for inactives: top-dose activation, most hits filed as activators | hit rate 0.19% among 320,000 | AID 485349, 2010; note: potency is the fitted concentration of half-maximal effect; % of control where 0% means no effect; nearly all actives have a fitted effect of over 45% in size
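ATM-like activity read as KAP-1 phosphorylation via AlphaLISA donor/acceptor antibody pairs after lysis and 6 hr at 25C. Cells were ATM-null patient fibroblasts ([…], hTERT), dosed 60 min, then exposed to the DSB inducer NCS for 30 min.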
Integrin act MD = qHTS for Activators of Integrin-Mediated Alleviation for Muscular Dystrophy; alpha7betagal myoblasts, beta-gal FDG fluorescence, 48 h; Potency, µM (top dose mostly 38.3 µM), without a hit: at the highest dose activation, usual class: activators; hit rate 0.064% among 350,000;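 note: potency is the fitted concentration of half-maximal effect; 100% = response of the positive control SU9516; nearly all actives have a fitted effect of over 60% in size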
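Alpha7betagal+/- myoblasts (passage 13) were plated 16-24 hr, then exposed to compounds (1:260 dilution of DMSO stock) for 48 hours at 37C. After MPER lysis, β-galactosidase reporter activity was read as FDG fluorescence (ex 480/em 540) after 30 minutes.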
S-ASM inh = Inhibitors of Secretory Acid Sphingomyelinase (S-ASM): qHTS; hit rate 0.006% among 340,000; placental ASM, HMU-PC fluorogenic substrate, 60 min; Potency, µM (series often up to 57.5 µM), without a hit: top-dose activity change, negative = inhibition, usual class: inhibitors; note: potency is the fitted concentration of half-maximal effect
Target sequence (P17405 47-631 limits assumed): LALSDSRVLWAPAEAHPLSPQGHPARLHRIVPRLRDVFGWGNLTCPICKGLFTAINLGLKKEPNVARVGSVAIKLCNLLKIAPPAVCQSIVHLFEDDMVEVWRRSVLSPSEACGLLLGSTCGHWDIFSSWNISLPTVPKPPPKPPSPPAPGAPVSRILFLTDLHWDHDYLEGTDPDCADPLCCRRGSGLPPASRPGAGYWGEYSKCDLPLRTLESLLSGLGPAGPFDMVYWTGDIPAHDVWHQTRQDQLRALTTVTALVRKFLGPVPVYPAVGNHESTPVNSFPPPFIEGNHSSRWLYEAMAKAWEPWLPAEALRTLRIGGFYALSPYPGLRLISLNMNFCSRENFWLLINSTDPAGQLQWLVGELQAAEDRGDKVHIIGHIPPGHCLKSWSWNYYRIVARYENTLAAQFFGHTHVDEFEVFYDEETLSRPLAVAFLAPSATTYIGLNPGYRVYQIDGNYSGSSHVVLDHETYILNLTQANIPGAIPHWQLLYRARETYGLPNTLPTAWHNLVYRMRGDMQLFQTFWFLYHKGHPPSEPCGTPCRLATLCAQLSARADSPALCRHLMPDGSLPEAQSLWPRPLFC
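Fluorogenic HMU-PC substrate (9 uM final) is turned over by placental ASM in 60 min at 37 C after a 10 min compound preincubation. Reaction ended by alkaline stop (pH 10), with fluorescence read at 386/447 nm.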
TRPV1 ag = HTS Assay for Compounds that Act as Agonists of the Vanilloid Receptor 1 | hit rate 0.19% among 320,000 | Transient receptor potential cation channel subfamily V member 1 (Homo sapiens), Q8NER1 | TRPV1-expressing cells, Fluo-8 calcium influx, agonist mode | activation, % at 8.33 µM | AID 540275, 2011; in the data active = activation above about 80%; inconclusive = between about 30% and that limit; note: 0% is about no effect
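Cells expressing TRPV1 were dye-loaded with Fluo-8 and read kinetically: 10 s baseline, 3 min after compound (agonist portion), then 2 min after EC20 capsaicin (allosteric enhancer portion). Calcium-bound dye fluorescence at 480/520 nm.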
Coupling enz = qHTS Assay for Inhibitors of Fructose-1,6-bisphosphate Aldolase from Giardia Lamblia: Coupling assay counterscreen | coupling enzyme system counterscreen, AmpLite Red fluorescence | activity change, negative = inhibition, % at 58.2 µM, hits read low | hit rate 0.67% among 290,000 | AID 2472, 2010; in the data active = activity change below about -30%; note: % is set by controls: 0 for no effect and ±100 for the full control effect
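Activity here indicates interference with the coupling reaction, not aldolase inhibition. Compounds at 57.5 uM final met coupling enzymes for 10 min at RT; substrate and AmpLite Red detection followed, with a 525/598 nm fluorescence read after 20 min.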
KCNH2 3.1 inh = qHTS for Inhibitors of KCHN2 3.1: Mutant qHTS | Potassium voltage-gated channel subfamily H member 2, brain isoform KCNH2 3.1 (human) | U2OS KCNH2 3.1, thallium flux FluxOr; active compounds read low | activity change, % (tested at about 1.8 µM) | hit rate 0.95% among 340,000 | AID 720553, 2013;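 active = maximum activity change below -70%; inconclusive = maximum activity change from -70% to -50%; inactive = maximum activity change above -50%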;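 note: thallium influx rate constant from kinetic fluorescence after stimulation buffer; % is set by controls: 0 for no effect and ±100 for the full control effect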
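Kinetic fluorescence (2 min after stimulation buffer) measures Tl+ influx through KCNH2 3.1 expressed by viral transduction in U2OS cells; the rate constant is normalized against DMSO controls serving as positive and negative references.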
MBNL1-CUG inh = qHTS Assay for Inhibitors of MBNL1-poly(CUG) RNA binding. hit rate 0.036% among 280,000. Potency, µM (titrated, usually from 57.5 µM), without a hit: top-dose activity change, negative = inhibition, actives largely listed as inhibitors. Muscleblind-like protein 1 (Homo sapiens), Q9NR56. TR-FRET MBNL1-His/biotin-(CUG)12 binding, 665/545 ratio; active = well fitted inhibition curve with a large enough effect in the signal ratio, with a control signal flat, not every such curve was filed as active; inconclusive = small, poorly fitted or top-dose-only effect, or effect the other way, or a change in a side signal; inactive = no such curve, though single readings can be large or run the other way; the % refers to the signal ratio; note: potency is the fitted concentration of half-maximal effect; % is set by controls: 0 for no effect and ±100 for the full control effect
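His-tagged MBNL1 binding to biotinylated (CUG)12 RNA was measured by TR-FRET using terbium anti-His antibody (0.055 ng/ul final) and streptavidin-XL665 (5 nM final). Compounds were titrated 92 nM to 58 uM; 60 min at room temperature.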
KCNH2 WT inh = qHTS for Inhibitors of KCHN2 3.1: Wildtype qHTS | U2OS, BacMam KCNH2, thallium flux FluxOr; active compounds read low | activity change, % at 1.84 µM | hit rate 0.37% among 340,000;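 active = maximum activity change below -70%; inconclusive = maximum activity change between -70% and -50%; inactive = maximum activity change above -50%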; note: % is set by controls: 0 for no effect and ±100 for the full control effect
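U2OS cells transduced with wild-type KCNH2 virus are loaded with FluxOr dye for 45 min, and thallium flux is measured in kinetic reads before and after stimulation buffer. Rate constants are normalized to DMSO controls.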
* marks the source's active call; other numbers are inactive results; ? = inconclusive; . = not tested or not shown; [ ] = another dose, or the depositor's remark. Unless noted, calls come from the whole dose curve; as a rule, active = well fitted curve in the direction sought with a large enough effect; inconclusive = small, poorly fitted or top-dose-only effect, or another doubt; inactive = no such curve, though single readings can be large; an effect the other way counts as inactive or inconclusive.

SMILES	CXXC DNA block	GALK inhibitor	AT treatment	Integrin act MD	S-ASM inh	TRPV1 ag	Coupling enz	KCNH2 3.1 inh	MBNL1-CUG inh	KCNH2 WT inh
COc1cccc(CNC(=O)CN2C(=O)COc3ccc(S(=O)(=O)N4CCOCC4)cc32)c1	2%	7%	-4%	-36%	2%	0	.	0	-4%	-20
Cc1ccc(C)c(S(=O)(=O)N2CCN(Cc3ccc(O)c4ncccc34)CC2)c1	4%	12%	-12%	-50%[inhibitor]	1%	3	1	7	3%	3
Nc1cc(C(=O)OCC(=O)NCC2CCCO2)ccc1Cl (stereo not given)	3%	4%	0%	8%	3%	0	2	15	4%	-3
COC(=O)c1c(NC(NC(=O)C(C)C)C(Cl)(Cl)Cl)sc2c1CCC2 (stereo not given)	-5%	-1%	-1%	-51%[inhibitor]	-15%	18	1	28	-9%	1
CN(C(=O)c1ccnn1C)C1CCCN(Cc2ccccc2F)C1 (stereo not given)	18%	3%	0%	-8%	-2%	1	.	21	0%	-3
CN(C(=O)c1cccc(NC(=O)Cc2ccc(NC(=O)C3CCN(C(=O)C4CCCC4)CC3)cc2)c1)C1CC1	.	.	.	-11%	0%	.	.	-28	.	0
COc1ccccc1C(=O)Nc1cccc(NC(=O)c2ccccc2C)c1	39%[activator]	-8%	-7%	-1%	0%	6	2	0	-2%	-5
CCOc1ccc(NC(=O)c2cc3n(n2)C(C(F)(F)F)CC(c2ccco2)N3)cc1 (stereo not given)	-4%	2%	9%	8%	-4%	-1	3	-8	14%	-10
C[C@H](NC(=O)OC(C)(C)C)C(=O)NCC1CCC(C(=O)N[C@@H](Cc2ccccc2)C(=O)O)CC1 (stereo not given in full)	13%	0%	3.5µM*	4%	3%	6	0	18	-2%	-12
COc1cc(CCCN2C(N)=NC[C@@H]2Cc2ccccc2)cc(OC)c1OC	-10%	-1%	-3%	-14%	8%	-3	5	.	3%	.
c1ccc(Cn2nnc3cnccc32)cc1	9%	2%	3%	15%	1%	3	1	8	4%	-2
Cc1cnc(C(=O)OCC(=O)N(C)CC(=O)Nc2ccccc2Cl)cn1	.	.	13%	4%	6%	2	.	-1	.	7
O=C(Nc1nnc(-c2ccccc2)o1)c1cc(Cl)sc1Cl	23%	-2%	1%	7%	5%	-11	2	15	.	-1
Cc1ccc(-n2c3c(c(O)c(-c4ccccc4)c2=O)C(=O)CC(C)(C)C3)cc1	-7%	.	-3%	?	2%	6	3	4	-3%[11.5 µM]	10
Cn1c(=O)[nH]c(=O)c2c1nc(N1CCCCC1)n2C/C=N/Nc1ccc(C(=O)O)cc1	-4%	-1%	-4%	26%	5%	-3	4	-5	.	8
COc1ccc(/C=N\NC(=O)c2ccc(F)cc2)cc1COc1ccccc1C(N)=O	10%	-4%	5%	18%	51%[activator]	0	.	.	-3%	-6
COC(=O)c1ccc(CSc2nc3ccccc3s2)o1	6%	-1%	1%	-27%	-3%	6	-2	-7	4%	-3
COc1cc(OC)cc(OC(=O)C2CCN(C(=O)c3ccc(F)cc3)CC2)c1	.	.	2%	21%	-3%	4	.	5	.	0
O=c1[nH]c(SCc2nc3c(cnn3-c3ccccc3)c(=O)[nH]2)nc2ccccc12	57%[activator]	.	2%	13%	-1%	3	6	-10	-7%	-1
COc1ccc(NC(=O)Cn2cc(C(=O)c3ccco3)c3ccccc32)cc1	-7%	1%	-2%	-14%	-3%	5	0	-1	-3%	-1
CC(=O)c1ccc(OCC(O)CN2CCN(c3ccccn3)CC2)cc1 (stereo not given)	-8%	2%	0%	19%	4%	.	2	-16	-5%	3
O=C1c2cccc3cccc(c23)C(=O)N1CC1CCN(S(=O)(=O)c2ccc(F)cc2)CC1	-14%	1%	0%	-15%	-3%	0	1	-19	222%[activator]	-8
CC(C)[C@H](NS(=O)(=O)c1ccccc1)C(=O)OCC(=O)NC1CCCCC1	.	.	-2%	-6%	4%	.	.	-2	.	-1
CC(C)(Oc1ccc(Cl)cc1)C(=O)NNC(=O)c1ccc(Br)o1	6%	-1%	1%	-31%	0%	3	.	-12	-4%	4
COc1ccc(CCNC(=O)c2ccc(=O)[nH]c2)cc1OC	13%	0%	0%	11%	3%	1	1	2	-4%	3
O=C(CSc1nccn1Cc1ccco1)Nc1cccc(F)c1	21%	-3%	-2%	1%	4%	-3	1	-4	-3%	16
O=C1CCCN2N=C(SCC(=O)Nc3ccc(Cl)cc3)SC2=N1	32%[activator]	-1%	7%	-19%	1%	0	0	1	0%	6
COc1ccccc1-c1n[nH]c(=S)n1N	2%	1%	-2%	-19%	1%	0	3	6	-1%	-9
CCN(CC)c1ccc(-c2sc(Nc3ccccc3)n[n+]2-c2ccc(F)cc2)cc1	?	.	7%	-6%	-22%	9	1	-8	134%[activator]	-6
O=C1CSC(c2cccnc2)N1CC1CC1 (stereo not given)	-6%	0%	1%	-7%	1%	0	2	-1	6%	-7
Cc1[nH]n(-c2ccccc2)c(=O)c1N=Nc1ccc(C#N)cc1	3%	5%	-1%	15%	0%	2	2	-8	2%	1
OCCN1CCN(c2nc(-c3ccccc3)c3cc(Br)ccc3n2)CC1	?	-2%	17%	-29%	10%	1	4	-71*	22%	-30
CN(c1cccc(Cl)c1)S(=O)(=O)c1cccc(C(=O)NN2CCOCC2)c1	.	.	-1%	-14%	-1%	-3	.	1	.	7
CC(C)(C)C(=O)NC(=S)NCCc1ccccc1	-1%	-1%	-8%	33%	5%	?	0	8	5%	-7
CN(CC(=O)NCCc1ccc(S(N)(=O)=O)cc1)CC(=O)Nc1ccccc1Cl	.	.	11%	10%	6%	2	.	8	.	34
Cc1ccccc1C(=O)Nc1ccc(S(=O)(=O)N2CCN(C)CC2)cc1	-5%	1%	0%	-31%	0%	4	3	7	-7%	7
Cc1ccsc1CNCC(O)c1ccccc1 (stereo not given)	16%	-3%	4%	-3%	3%	0	1	-5	-1%	-2
CC(C)C[C@@H](CNCC(=O)[C@H](Cc1ccccc1)NC(=O)c1[nH]cnc1C(=O)N[C@@H](C)CN)NC(=O)c1nc[nH]c1C(=O)N[C@@H](CC(=O)O)C(=O)O	.	.	.	-25%	6%	.	.	11	.	-10
CCS(=O)(=O)N1CCN(S(=O)(=O)c2ccc3c(c2)OCCO3)CC1	19%	0%	6%	0%	6%	-2	1	6	-12%	6
CN(C(=O)CSc1nnc(-c2ccccc2F)o1)c1ccccc1	.	.	-4%	17%	0%	28	.	7	.	8
CC1(C)CC(=O)C(C(O)c2ccc([N+](=O)[O-])cc2)C(C)(C)N1 (stereo not given)	12%	0%	0%	-11%	4%	-5	1	-6	?	-1
COc1ccc(NC(=O)C(Sc2nnc3ccccn23)c2ccccc2)cc1Cl (stereo not given)	7%	1%	0%	18%	-1%	16	4	6	?	3
O=C(Nc1ccccc1C(=O)NC1CCCC1)NC1CCCC1	-7%	2%	-6%	0%	0%	3	0	4	-2%	-19
CCOc1ccc(Nc2nc3ccccc3n2C)cc1	.	.	.	23%	4%	.	.	5	.	5
CC(C)CCNC(=O)CSc1nc2ccccc2s1	?	6%	9%	-29%	-1%	?	-5	3	11%	-1
CCOC(=O)Cn1ccc(O)c(Cc2ccc(Cl)cc2Cl)c1=O	-5%	1%	-3%	0%	4%	-3	6	14	-3%	-10
CN(C)c1ccc(/C=C/C(O)=C2/C(=O)N(C)C3(C)CC2c2ccccc2O3)cc1 (stereo not given)	27%	3%	26%	.	.	11	-5	.	11%	.
CCOC(=O)N1CCC(N2CCN(S(=O)(=O)c3ccc4ccccc4c3)CC2)CC1	-1%	2%	.	-35%	5%	1	1	-10	6%	-11
CCOC(=O)C1=C(C)N(C)C(C)=C(C(=O)OCC)C1c1ccccn1	3%	0%	-14%	2%	9%	6	3	-9	-3%	5
CCCCN1C(=O)c2ccc(C(=O)OCC(=O)N3CCN(c4ccccc4)CC3)cc2C1=O	.	.	-2%	-31%	-5%	0	.	-16	.	-2

Rows are unselected; about 2% have a hit in one of these screens.
